H1N1 NS1A inhibition: H1N1 influenza NS1A inhibitors, functional cell based assay (AID 504329); 0.3% of 340,000 active; inhibition, % at 12.5 µM, or IC50 in µM where a hit was titrated; NS1A functional cell-based assay, percent inhibition; higher % means a stronger effect; in the data active means a potency from the dose series; inconclusive means inhibition above about 27% without an active follow-up result; further: strong numbers were not always called active
VEEV TC-83 Vero: inhibitors of VEEV TC-83 cytopathic effect, confirmation, Vero cells (AID 588727); Vero cells, VEEV TC-83 cytopathic effect inhibition; higher % means a stronger effect; inhibition, % at 20 µM; hits with a dose series show IC50 in µM; 0.13% of 350,000 active; in the data active means a potency from the dose series; inconclusive means inhibition mostly from about 14% at the one dose, without a potency; inactive means the rest, 99 in 100 with inhibition below about 12%; further: strong numbers were not always called active
H37Rv inhibition: M. tuberculosis growth inhibition, HTS (AID 449762). M. tuberculosis H37Rv growth inhibition, 7H9 media; higher % means a stronger effect. 0.59% of 330,000 active. inhibition, % at 25 µM; hits with a dose series show IC50 in µM; in the data active means a potency from the dose series; inconclusive means inhibition above about 70% without an active follow-up result;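 further: bacterial growth assessed after seven days of incubation; strong numbers were not always called active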
tuberculosis growth: growth inhibition of non-replicating M. tuberculosis (AID 488890); Mycobacterium tuberculosis non-replicating, growth inhibition; higher % means a stronger effect; inhibition, % at 25 µM, or IC50 in µM where a hit was titrated; 0.39% of 320,000 active; in the data active means a potency from the dose series; inconclusive means inhibition mostly from about 82% at the one dose, without a potency; inactive means the rest, 99 in 100 with inhibition below about 76%;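 further: plate controls were DMSO cells for no effect and high antibiotic wells for full effect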
PhoP GFP inhibition: PhoP regulon inhibitors, Salmonella typhi PhoP promoter GFP reporter, confirmatory (AID 1850). Salmonella Typhi PhoP-promoter GFP reporter, fluorescence, 4 h; higher % means a stronger effect. one-dose inhibition, % at 50 µM; IC50 in µM for titrated hits. 0.33% of 310,000 active; in the data active means a potency from the dose series; inconclusive means inhibition mostly from about 25% at the one dose, without a potency; inactive means the rest, 99 in 100 with inhibition below about 19%;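 further: 0% = induced wells with vehicle and 100% = uninduced wells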
VEEV TC-83 Vero 10K pilot screen: further read-out of VEEV TC-83 Vero, marked with its call; inhibition, %; measured here: 10K pilot screen inhibition
An asterisk follows results filed as active; i = inactive; u = inconclusive; x = not tested or not shown.

SMILES	H1N1 NS1A inhibition	VEEV TC-83 Vero	H37Rv inhibition	tuberculosis growth	PhoP GFP inhibition	others
CCN(CC)S(=O)(=O)c1ccc(C(=O)NCC2CCCCC2)cc1	1%	2.6%	-2%	20%	-8%
COCCNC(=O)C(c1c[nH]c2ccccc12)N(C(=O)c1snc(C(N)=O)c1N)c1cccc(OC)c1 (centres undefined)	-7%	4.5%	-2%	8%	0%
CCOc1ccc(CCNc2nc3ccccc3n3cnnc23)cc1OCC	16%	5.0%	47%	20%	-12%
COc1cc(S(=O)(=O)Nc2ccccc2)ccc1NC=O	5%	i	1%	-1%	-9%
O=C(COc1ccc(F)cc1)Nc1nnc(S(=O)(=O)N2CCCC2)s1	2%	2.3%	-2%	x	-1%
Cc1ccc(Nc2nnc(SC/C(O)=C(\C#N)c3nc4ccccc4[nH]3)s2)c(C)c1	1%	0.9%	-10%	9%	-29%
O=C(NCCCN1CCCC1=O)C1CCCO1 (centres undefined)	8%	0.1%	-4%	-27%	2%
O=C(O)C1C2C=CC(C2)C1C(=O)NCc1cccs1 (centres undefined)	-2%	0.5%	-5%	-4%	4%
Cc1nc(SCC(=O)N(CC(C)C)C2CCS(=O)(=O)C2)c2c(C)c(C)sc2n1 (centres undefined)	-11%	6.8%	1%	-1%	x
COc1cc(OC)nc(NC(=O)COC(=O)c2cccc(Cl)c2)n1	4%	0.9%	4%	1%	0%
Cc1cc(C)c(C)c(S(=O)(=O)Nc2ccc(C(N)=O)cc2)c1C	0%	3.4%	2%	-10%	1%
CC(=O)c1ccc(NC(=O)c2ccc(-n3cnnn3)cc2)cc1	-1%	0.8%	x	x	x
COCCNC(=O)Cn1cnc2sc(C)c(S(=O)(=O)N3CCN(c4ccccc4OC)CC3)c2c1=O	0%	5.2%	-3%	-8%	6%
O=C(NCc1ccccc1F)C1CCCN(C(=O)Nc2ccccc2)C1 (centres undefined)	5%	0.4%	-2%	4%	2%
CCN(CC)C(=O)c1cccc(NC(=O)c2ccccc2OCc2c(C)noc2C)c1	-3%	5.4%	-6%	15%	x
CCc1ccc(S(=O)(=O)N2CCCC(N3CCN(c4ccc(OC)cc4)CC3)C2)cc1 (centres undefined)	7%	0.8%	6%	13%	-10%
O=C(CCc1nc2sc3c(c2c(=O)[nH]1)CCCC3)Nc1cccc(Cl)c1	-8%	3.5%	18%	2%	-5%
OC(CCN1CCOCC1)c1ccccc1 (centres undefined)	-2%	i	-2%	8%	-3%
CC(C)CN(Cc1c(O)ccc2c(=O)c(-c3ccccc3)coc12)CC(C)C	24%	i	-9%	29%	-7%
O=C(CCc1nc(-c2ccccc2F)no1)NC1CCN(Cc2ccccc2)CC1	5%	1.3%	-4%	21%	-4%
CN(C)c1ccc2c3c(cccc13)C(=O)N(c1ccccc1)C2=O	x	x	-4%	-9%	-10%
CC1CCCCN1C(=O)CSc1ccc(-c2ccc(F)cc2)nn1 (centres undefined)	3%	2.2%	0%	7%	-9%
CCC(C)(C)NC(=O)C(c1ccco1)N(C(=O)CNC(=O)c1cccs1)c1cccnc1 (centres undefined)	-35%	2.5%	-2%	-1%	-3%
COc1ccc(N2CCN(CCCNS(=O)(=O)c3ccc4c(c3)oc(=O)n4C)CC2)cc1	30%	0.6%	-5%	4%	0%
Nc1nc(CN2CCN(c3ccccn3)CC2)nc(Nc2ccc(F)cc2)n1	-9%	2.0%	70%	u	-4%
Cc1c(C)c2cc(Cl)c(OCC(=O)NCCCn3ccnc3)cc2oc1=O	10%	1.6%	1%	-6%	16%
O=S(=O)(NCc1c(Cl)cccc1Oc1ccccc1)c1ccc(F)cc1	-1%	4.7%	11%	12%	-21%
O=C(NCc1ccco1)C1CC(c2ccc(F)cc2)=NO1 (centres undefined)	2%	1.1%	-4%	59%	2%
O=C(NCCN1CCCC1)C(c1ccccc1)c1ccccc1	1%	0.4%	-2%	5%	9%
CC(=O)Nc1c2c(nn1-c1cccc(Cl)c1)CS(=O)C2 (centres undefined)	2%	0.2%	-7%	x	-9%
COC(=O)c1oc2ccc(Cl)cc2c1-n1cccc1	5%	0.8%	8%	38%	-8%
Cc1noc(C)c1S(=O)(=O)N(C)C[C@H]1Oc2ccc(NC(=O)CCC(F)(F)F)cc2C(=O)N([C@H](C)CO)C[C@@H]1C	-2%	0.6%	10%	6%	x	VEEV TC-83 Vero 10K pilot screen=0.3
CCOCCCNC(=O)C(NC(=O)c1cnccn1)c1ccc(OC)cc1 (centres undefined)	9%	i	5%	8%	-1%
CCOc1ccc(-c2nnc3sc(COc4ccc(Cl)cc4)nn23)cc1	-3%	0.7%	0%	x	4%
Cc1ccc(CC2SC(=O)NC2=O)cc1Cl (centres undefined)	-8%	4.2%	-2%	-3%	6%
CC(C)CN(CC(C)C)c1nn[nH]n1	-18%	0.6%	x	x	x
COC(=O)CNC(c1ccccc1)c1cc(C)ccc1NC(=O)c1cccc(Cl)c1 (centres undefined)	-3%	7.3%	-2%	30%	-6%
COc1ccc2ccccc2c1/C=N\NC(=O)c1cccnc1	x	0.6%	-9%	-19%	-4%
Nc1c(-c2ccccc2)cnc2c(-c3ccccc3)cnn12	-43%	1.1%	4%	20%	-8%
COc1cccc(CN2CCN(Cc3ccc(C#CC(C)(C)O)s3)CC2CCO)c1 (centres undefined)	6%	i	6%	8%	-4%
COc1ccc(Cl)cc1C(=O)NCCCN1CCOCC1	-5%	0.8%	3%	-11%	-1%
Cc1ccc(S(=O)(=O)N2CCN(C(=O)CCN3C(=O)c4ccccc4C3=O)CC2)cc1C	5%	1.0%	-10%	4%	-3%
COc1ccc(N(CC(=O)O)S(=O)(=O)c2c(C)n[nH]c2C)cc1	-6%	1.0%	4%	2%	-12%
CCN(CC)c1ccc(/C=C/C(=O)c2ccc(Br)cc2)cc1	-45%	0.9%	2%	69%	-123%
Cc1nc(NS(=O)(=O)c2ccccc2)sc1NC(=O)Nc1ccccc1	1%	0.6%	-10%	12%	13%
CC(C)c1ccc(S(=O)(=O)N2CCN(CC(O)CN3CCOCC3)CC2)cc1 (centres undefined)	-11%	3.1%	3%	1%	x
Fc1ccc(Oc2nccc(-c3ccc(Cl)cc3)n2)cc1	-3%	1.0%	1%	9%	-8%
CC(=O)NC(Cc1cnc[nH]1)C(=O)O (centres undefined)	5%	i	-13%	-5%	-10%
COc1ccccc1N1CCN(C(=O)CCNS(=O)(=O)c2ccc(Br)s2)CC1	-1%	5.5%	2%	18%	1%
COc1ccc(-c2[nH]ncc2CN2CCC(OCc3cccnc3)CC2)c(F)c1	2%	i	-8%	1%	-12%
COc1ccc(C2CC(c3ccccc3)n3nnnc3N2)cc1 (centres undefined)	6%	0.6%	-1%	5%	-5%
COc1ccc(S(=O)(=O)N(C)CC(=O)NCc2ccco2)cc1OC	7%	i	11%	6%	3%
CC(=O)N1c2ccc(S(=O)(=O)N3CCCC(C(=O)N4CCC(C)CC4)C3)cc2CC1C (centres undefined)	2%	1.2%	0%	x	-12%
CC(=O)NC1CC2CCCC(C1)N2C(=O)Nc1ccccc1C (centres undefined)	9%	0.3%	x	x	x
CCN(CC)C(=O)C(C)N(C#N)c1nc(C)cc(C)n1 (centres undefined)	6%	0.6%	-5%	-8%	-4%
O=C(CCN1C(=O)C2C3C=CC(C3)C2C1=O)N1CCN(c2ccc(F)cc2)CC1 (centres undefined)	-1%	0.4%	0%	6%	5%
O=C(CSc1ccc(Br)cc1)NCC1CCCO1 (centres undefined)	2%	i	1%	80%	-1%
Cc1ccc(C)c(Cn2cnc3c(oc4ccccc43)c2=O)c1	-1%	1.0%	2%	6%	1%
C/C(=C\c1ccco1)C1C(C#N)=C(N)OC2=C1C(=O)CC(C)(C)C2 (centres undefined)	11%	5.5%	-6%	0%	-3%
COc1ccc(C(C)(C)C)cc1S(=O)(=O)NCC1CCCO1 (centres undefined)	-5%	0.6%	x	x	x
(continued)
SMILES	H1N1 NS1A inhibition	VEEV TC-83 Vero	H37Rv inhibition	tuberculosis growth	PhoP GFP inhibition	others
COCCN(C(=O)Cn1c(C(F)(F)F)nc2ccccc21)c1c(N)n(Cc2ccccc2)c(=O)[nH]c1=O	-5%	0.7%	-16%	-4%	-7%
OC(COCc1ccccc1F)CN1CCCCC1 (centres undefined)	8%	i	-8%	-17%	0%
CCOC(=O)c1cc2cc(OCc3ccccc3)ccc2nc1C	-17%	1.4%	5%	4%	6%
CCOC(=O)c1c(CSc2ccccc2)n(C)c2ccc(O)cc12	1%	i	14%	-15%	7%
COc1[nH]c(/N=C/c2ccccc2)c(C#N)c1C#N	1%	4.9%	-2%	2%	-7%
COc1ccc(C(CNC(=O)COc2ccc(C)c(C)c2)N2CCCCC2)cc1 (centres undefined)	-7%	0.7%	-8%	10%	-7%
CSCC[C@@H](C(=O)NCCCCCCCCCCC(=O)N1CCN(C(=O)OC(C)(C)C)CC1)n1cc(CCO)nn1	-3%	2.1%	u	27%	-13%
Cc1oc2c(c(C)cc3oc(=O)c(CC(=O)NCC(=O)NCC(=O)NCC(C)O)c(C)c32)c1C (centres undefined)	-2%	0.3%	2%	-1%	10%
Cc1noc(NS(=O)(=O)c2ccc(NC(=O)c3nn(-c4ccc(F)cc4)ccc3=O)cc2)c1C	9%	i	9%	34%	-3%
CCOc1cccc(NC(=O)C(Cc2cccs2)c2nn[nH]n2)c1 (centres undefined)	-8%	1.4%	1%	6%	-6%
CCOc1cc(/C=N/NC(=O)COc2ccc(Cl)cc2)ccc1OS(=O)(=O)c1ccccc1	-5%	3.9%	7%	40%	-17%
O=C(Nc1ccc(F)c(Cl)c1)C1CCN(c2ncnc3c2nc2n3CCCCC2)CC1	1%	4.9%	2%	-1%	2%
COc1ccc(CNC(=O)C/C(C)=N/NC(=O)COc2cccc(C)c2)cc1	-16%	1.7%	2%	x	-3%
Cc1ccc(-n2[nH]c(C)c(/C=N/NC(=O)c3ccc(O)cc3O)c2=O)cc1	4.4µM*	1.2%	4%	2%	-2%
Cc1nc(C)c(-c2ccc(SCC(=O)Nc3ccc(F)cc3F)nn2)s1	-21%	8.1%	5%	u	-9%
O=C(Nc1ccccc1)OCCOc1cccc(Br)c1	0%	1.6%	0%	69%	-8%
O=C(COc1ccccc1)NC1CCS(=O)(=O)C1 (centres undefined)	3%	0.4%	6%	15%	13%

A run of entries from further up, for reference:
SMILES	H1N1 NS1A inhibition	VEEV TC-83 Vero	H37Rv inhibition	tuberculosis growth	PhoP GFP inhibition	others
COc1ccc(C(C)(C)C)cc1S(=O)(=O)NCC1CCCO1 (centres undefined)	-5%	0.6%	x	x	x
COCCN(C(=O)Cn1c(C(F)(F)F)nc2ccccc21)c1c(N)n(Cc2ccccc2)c(=O)[nH]c1=O	-5%	0.7%	-16%	-4%	-7%
OC(COCc1ccccc1F)CN1CCCCC1 (centres undefined)	8%	i	-8%	-17%	0%
CCOC(=O)c1cc2cc(OCc3ccccc3)ccc2nc1C	-17%	1.4%	5%	4%	6%
CCOC(=O)c1c(CSc2ccccc2)n(C)c2ccc(O)cc12	1%	i	14%	-15%	7%
COc1[nH]c(/N=C/c2ccccc2)c(C#N)c1C#N	1%	4.9%	-2%	2%	-7%
COc1ccc(C(CNC(=O)COc2ccc(C)c(C)c2)N2CCCCC2)cc1 (centres undefined)	-7%	0.7%	-8%	10%	-7%
CSCC[C@@H](C(=O)NCCCCCCCCCCC(=O)N1CCN(C(=O)OC(C)(C)C)CC1)n1cc(CCO)nn1	-3%	2.1%	u	27%	-13%
Cc1oc2c(c(C)cc3oc(=O)c(CC(=O)NCC(=O)NCC(=O)NCC(C)O)c(C)c32)c1C (centres undefined)	-2%	0.3%	2%	-1%	10%
Cc1noc(NS(=O)(=O)c2ccc(NC(=O)c3nn(-c4ccc(F)cc4)ccc3=O)cc2)c1C	9%	i	9%	34%	-3%
CCOc1cccc(NC(=O)C(Cc2cccs2)c2nn[nH]n2)c1 (centres undefined)	-8%	1.4%	1%	6%	-6%
CCOc1cc(/C=N/NC(=O)COc2ccc(Cl)cc2)ccc1OS(=O)(=O)c1ccccc1	-5%	3.9%	7%	40%	-17%
O=C(Nc1ccc(F)c(Cl)c1)C1CCN(c2ncnc3c2nc2n3CCCCC2)CC1	1%	4.9%	2%	-1%	2%
COc1ccc(CNC(=O)C/C(C)=N/NC(=O)COc2cccc(C)c2)cc1	-16%	1.7%	2%	x	-3%
Cc1ccc(-n2[nH]c(C)c(/C=N/NC(=O)c3ccc(O)cc3O)c2=O)cc1	4.4µM*	1.2%	4%	2%	-2%
Cc1nc(C)c(-c2ccc(SCC(=O)Nc3ccc(F)cc3F)nn2)s1	-21%	8.1%	5%	u	-9%

Assay outcomes: PubChem, Southern Research Specialized Biocontainment Screening Center
